# M. tuberculosis GlmU = inhibition of mycobacterial GlmU enzyme – biochemical, glucosamine-1-phosphate acetyltransferase (AID 1376). M. tuberculosis GlmU acetyltransferase enzyme assay; higher % means a stronger effect. inhibition, %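 (tested at 30 µM in the primary screen)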; hits with a dose series show IC50 in µM. 220,000 compounds, 0.25% hits; in the data active = inhibition above about 13%;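 note: 0% = complete reaction with vehicle and 100% = reaction without substrate; strong numbers were not always called active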
# RmlCD inh 1536 = M. tuberculosis RmlC/RmlD coupled enzyme inhibitors, primary screen, biochemical, compound mixtures, 384-well, from 1536-well plates | dTDP-4-dehydrorhamnose reductase (Mycobacterium tuberculosis (strain ATCC 25618 / H37Rv)) … | RmlC+RmlD coupled enzyme assay, percent inhibition; primary screen in compound mixtures | inhibition, % at 3.6 µM | 160,000 compounds, 0.03% hits; in the data active = inhibition mostly above about 34%, no sharp cut-off; note: some results filed as inactive read as strong as hits
# Target sequence (P9WH09 whole entry, looked up): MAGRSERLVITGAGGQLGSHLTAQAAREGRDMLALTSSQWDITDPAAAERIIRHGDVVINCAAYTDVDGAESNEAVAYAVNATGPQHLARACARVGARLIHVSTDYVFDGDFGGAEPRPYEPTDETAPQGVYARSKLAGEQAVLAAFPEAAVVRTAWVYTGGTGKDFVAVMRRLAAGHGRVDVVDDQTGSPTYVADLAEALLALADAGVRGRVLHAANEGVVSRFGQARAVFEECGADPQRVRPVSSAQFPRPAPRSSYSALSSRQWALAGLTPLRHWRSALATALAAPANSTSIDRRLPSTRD
# Target sequence (P9WH11 whole entry, looked up): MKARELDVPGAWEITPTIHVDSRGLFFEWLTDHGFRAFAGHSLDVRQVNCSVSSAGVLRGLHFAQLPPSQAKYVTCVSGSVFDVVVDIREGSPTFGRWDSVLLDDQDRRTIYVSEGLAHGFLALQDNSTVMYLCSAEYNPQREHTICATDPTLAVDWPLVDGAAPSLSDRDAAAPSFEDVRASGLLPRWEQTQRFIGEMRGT
# Starred values were filed as active, the others as inactive; nt = no result given. This is a subset; the hit share may differ from the screen's.
Compound	M. tuberculosis GlmU	RmlCD inh 1536
COc1cc(CCN2C(=O)c3cccc4cccc(c34)C2=O)c(S(=O)(=O)N2CCC(C)CC2)cc1OC	1.9%	64
O=C(O)CCCNS(=O)(=O)c1ccc(Br)s1	-1.2%	-2
COc1ccc(C)cc1S(=O)(=O)NC1CCCC1	-1.8%	-7
COc1cc2c(cc1NC(=O)/C=C/c1ccc([N+](=O)[O-])cc1)oc1ccccc12	-0.2%	-3
O=C(NCc1ccco1)N1c2ccccc2Sc2ccccc21	1.0%	8
COc1ccccc1-c1nc(-c2ccncc2)no1	1.2%	-5
CCCC1CCc2c(sc(NC(=O)c3cccs3)c2C(N)=O)C1 (stereo not given)	-4.2%	-7
Cn1cnc2c1c(=O)[nH]c(=O)n2C	3.2%	nt
Cc1nc2ccccc2nc1N/N=C/c1ccc(O)cc1	3.2%	3
Cc1cccc(NC(=O)CCOc2ccccc2)c1	-0.3%	nt
O=C(CNC(=O)c1ccc2c(c1)OCO2)N/N=C/c1cccc([N+](=O)[O-])c1	1.3%	0
Cc1ccccc1NC(=O)c1ccc(NS(=O)(=O)c2cc(C(C)(C)C)cc(C)c2C)cc1	2.3%	-3
C=CCn1c(=NC(=O)C2CCCCC2)sc2cc(NC(C)=O)ccc21	-0.1%	-12
CC(C)CCNC(=O)C1(c2cccs2)CCOCC1	-4.2%	-14
CC1(OC(=O)CCc2ccccc2)C(=O)C=C2C=C(c3ccc(C#N)cc3)N(CCc3ccccn3)C=C2C1=O (stereo not given)	-0.7%	nt
Cc1cc(N2CCOCC2)ccc1/C=C1\NC(=O)N(CC(=O)Nc2ccc(F)cc2)C1=O	1.7%	nt
N#CCSc1nnc(-c2ccc(F)cc2)n1N	2.6%	6
N=c1ccn(Cc2ccc(Cl)c(Cl)c2)cc1	0.8%	nt
CCOC(=O)C(NC(C)=O)C(=O)Nc1c(C)cccc1C (stereo not given)	-1.1%	-6
O=C(COCC(=O)N1CCOCC1)N1CCOCC1	-2.7%	nt

# Whole records, looked up by structure. Values in the order: M. tuberculosis GlmU, RmlCD inh 1536
# Results for `COc1cc(CCN2C(=O)c3cccc4cccc(c34)C2=O)c(S(=O)(=O)N2CCC(C)CC2)cc1OC` = 1.9%, 64
# Results for `CC(C)CCNC(=O)C1(c2cccs2)CCOCC1` = -4.2%, -14
# Results for `N=c1ccn(Cc2ccc(Cl)c(Cl)c2)cc1` = 0.8%, nt

# Carrying on.
Compound	M. tuberculosis GlmU	RmlCD inh 1536
Cc1onc(-c2ccccc2)c1C(=O)N/N=C/c1ccco1	-1.2%	-2
COc1ccc(C(CC(=O)c2ccc(O)cc2)S(=O)(=O)c2ccc(C)cc2)cc1 (stereo not given)	7.1%	nt
COc1ccc(Cc2n[nH]c(=S)n(N)c2=O)cc1	0.1%	nt
CC(C)Cn1c(N)c(-c2nc(C(C)C)c(C(=O)c3ccccc3F)s2)c(=O)n(C)c1=O	0.1%	10
S=c1[nH]cc(-c2ccccc2)n1-c1ccccc1	2.4%	-3
COc1ccc(C(C(=O)NC2CCCC2)N(C(=O)c2ccoc2C)c2ccc(C)cc2)cc1 (stereo not given)	-2.6%	11
Cc1cccc(N2CCN(C(=S)c3ccc(-c4ccccc4[N+](=O)[O-])o3)CC2)c1	4.1%	4
CN1CCCC(C(=O)c2ccc(Cl)cc2)C1 (stereo not given)	0.7%	4
CNC(=O)C1(CC(C)C)C=CCN1C(C)=O (stereo not given)	-0.2%	nt
CC(C)C(C)NC(=O)COC(=O)/C=C/c1ccc(S(=O)(=O)N2CCc3ccccc32)cc1 (stereo not given)	-3.5%	4
COc1cccc(-n2c(Cn3nc(C(F)(F)F)cc3C)n[nH]c2=S)c1	0.2%	-13
COC(=O)c1ccc2c(c1)SC1=C(CCCC1=O)N2	-0.4%	12
O=C(NCC(=O)N(c1ccccc1)C(C(=O)NC1CCCCC1)c1ccncc1)c1ccco1 (stereo not given)	-1.1%	6
CCOCC(=O)Nc1nc2ccc(OC)cc2s1	-1.1%	92
COc1ccc(-c2cc(-c3ccccc3)nc(=O)[nH]2)cc1	-2.5%	-7
CCN(C(=O)COC(=O)/C=C/c1ccc(O)c(OC)c1)C1CCS(=O)(=O)C1 (stereo not given)	4.1%	2
COc1ccc2c(c1)c1nnc(SCC(=O)N3CCCCC3C)nc1n2C (stereo not given)	0.7%	7
COc1ccc(OC)c(S(=O)(=O)NC(C)(C)C)c1	5.2%	nt
Cn1cnnc1SCc1ccc(C(=O)n2ncc(C#N)c2N)cc1	-1.6%	nt
CC1CCC(NC(=O)C2CCN(S(=O)(=O)c3ccc4nc5c(c(C(=O)O)c4c3)CC(C)CC5)CC2)CC1 (stereo not given)	2.7%	15
CCSC1=N/C(=C\c2ccc(C)s2)C(=O)S1	-0.2%	-7
N=c1n(CCN2CCCCC2)c2ccccc2n1CC(O)c1ccco1 (stereo not given)	7.4%	12
CC1Cc2ccccc2N1C(=O)CSc1nnc(C2CC2)n1C (stereo not given)	-0.5%	-12
Cc1ccc(S(=O)(=O)N2CCN(c3ccc([N+](=O)[O-])c(Sc4nncn4C)c3)CC2)cc1	-1.5%	nt
O=S1(=O)CC(O)C(NCc2cccnc2)C1 (stereo not given)	-1.9%	-9
COCCCNC(=O)c1c[nH]c2ccc(S(=O)(=O)N3CCC4(CC3)OCCO4)cc2c1=O	1.8%	-8
CCn1ncc(C2C(C(=O)Nc3ccc(C)cn3)=C(C)NC3=C2C(=O)CCC3)c1C (stereo not given)	2.9%	-6
Cc1ccc(S(=O)(=O)N(CCC#N)CCN2CCCC2)cc1	-1.3%	3
O=C(O)c1cc(C(=O)C2CCCCC2)c[nH]1	-2.3%	nt
COc1ccc(C(=O)n2nc(C)cc2C)cc1Br	-1.0%	-8
O=C(CN1CCOCC1)Nc1c(-c2ccccc2)c2cc(Br)ccc2[nH]c1=O	-1.6%	10
O=C(CN1C(=O)S/C(=C/C=C/c2ccccc2)C1=O)Nc1ccc(C(=O)O)cc1	4.7%	9
COc1ccc(N(Cc2ccccc2)S(=O)(=O)c2ccc(C)cc2)cc1	-1.4%	-12
CNC(=O)C1CC(=O)N(c2ccc(F)c(Cl)c2)C1 (stereo not given)	2.3%	8
COC(=O)/C(=N\Nc1ccc(Cl)cc1)Sc1nnc(-c2ccc(OC)cc2)n1C	4.9%	3
O=C(Nn1cc(C(=O)N2CCN(c3ccccc3F)CC2)c2ccccc2c1=O)c1cnccn1	nt	38
CCCN(c1ccc(C(C)C)cc1)S(=O)(=O)c1c(C)[nH]c(=O)[nH]c1=O	0.1%	nt
Cn1c(NC(=O)c2ccccc2F)cc(=O)n(C)c1=O	-2.8%	5
CCOC(=O)C(Cc1ccccc1)C(=O)Nc1nccs1 (stereo not given)	7.8%	nt
CCCNC(=S)N1CCC(NC(=O)Nc2ccc(C)cc2)CC1	-3.1%	10

# Some of the entries so far, with each value named:
compound: O=C(CN1C(=O)S/C(=C/C=C/c2ccccc2)C1=O)Nc1ccc(C(=O)O)cc1
  M. tuberculosis GlmU: 4.7% | RmlCD inh 1536: 9

compound: CC1Cc2ccccc2N1C(=O)CSc1nnc(C2CC2)n1C (stereo not given)
  M. tuberculosis GlmU: -0.5% | RmlCD inh 1536: -12

compound: CCSC1=N/C(=C\c2ccc(C)s2)C(=O)S1
  M. tuberculosis GlmU: -0.2% | RmlCD inh 1536: -7

compound: O=C(Nn1cc(C(=O)N2CCN(c3ccccc3F)CC2)c2ccccc2c1=O)c1cnccn1
  M. tuberculosis GlmU: nt | RmlCD inh 1536: 38

# The listing continues:
Compound	M. tuberculosis GlmU	RmlCD inh 1536
CC(C)CCNC(=O)C(c1ccco1)N(C(=O)Cn1nnc2ccccc21)c1ccc2c(c1)OCO2 (stereo not given)	4.2%	4
O=C(Nc1cc(C(F)(F)F)ccc1N1CCCC1)c1cccnc1	-1.3%	nt
O=C(Cn1c2c(c(=O)n3ncnc13)CCC2)N/N=C/c1ccc(Cl)cc1	3.2%	-2
CC(C)Oc1ccc(/C=N/NC(N)=S)cc1	-0.9%	6
Cc1ccc(CN2CCN(/N=C/c3cccnc3)CC2)c(C)c1	-4.7%	nt
Cc1nc(C)n(CC(O)COc2ccc3ccccc3c2)n1 (stereo not given)	-8.4%	4
COc1ccc(/C=C(\C#N)C(=O)Nc2ccc3[nH]c(=O)[nH]c3c2)cc1	-3.2%	nt
CCCOC(=O)c1ccc(Oc2cn[nH]c2-c2ccc(OC)cc2O)cc1	nt	11
CCCCCSc1nnc2c(n1)OC(C)N(C(C)=O)c1ccccc1-2 (stereo not given)	1.3%	14
Cc1nnc(SCc2c(Cl)cccc2[N+](=O)[O-])s1	-1.0%	-3
CN(C)C=NC1=NN(c2cccc(C(F)(F)F)c2)CC1	0.1%	-6
CCOC(=O)NC(Nc1ccc(OC)cc1)(C(F)(F)F)C(F)(F)F	1.9%	1
COc1ccc(/C=N/NC(=O)COc2cc(C)cc(C)c2)cc1COC(C)=O	-5.2%	-8
CC(C)S(=O)(=O)c1csc(NC(=O)Nc2cccc([N+](=O)[O-])c2)c1Cl	-3.2%	7
CC(C)(C)C(=O)CSc1nnc(Nc2ccccc2)s1	3.0%	nt
O=C(CSc1cccc[n+]1[O-])c1ccc(Cl)cc1	-1.0%	nt
CC(C)Cc1nc(Cl)c(C#N)c2c1CCCC2	0.5%	nt
O=C1c2ccccc2C(=O)N1Cc1nn2c(-c3ccc(Cl)cc3)nnc2s1	-2.4%	nt
O=C(NCc1ccco1)C1CC(c2cccc([N+](=O)[O-])c2)=NO1 (stereo not given)	-4.8%	4
O=C(Nc1ccccc1)NC1CCS(=O)(=O)C1 (stereo not given)	0.1%	nt
CC(=O)Nc1ccc(NCN2C(=O)[C@@H]3[C@H]4CC[C@H](C4)[C@@H]3C2=O)cc1	5.4%	nt
COC(=O)C1=C(C)N(C)C(=S)NC1c1ccc(Cl)cc1 (stereo not given)	1.9%	-7
O=C(O)CCNS(=O)(=O)c1ccc2c(c1)CCCC2	1.6%	-16
CSc1sc(C(=O)OC(C)C)c2c1C(=O)CC(C)(C)C2	0.6%	64
CCn1c(C(=O)N2CCc3ccccc3C2)cc2oc3ccccc3c21	-1.9%	nt
O=C(Nc1cc2c(oc1=O)CCCC2=O)c1ccccc1	-0.8%	3
CC(=O)CSc1nc2ccccc2s1	5.5%	nt
Cc1ccc(NC(=O)Cc2ccc3c(c2)OCCO3)cc1S(=O)(=O)N1CCCCC1	1.6%	nt
COC(=O)CNC(c1ccccc1)c1cc(Br)ccc1N (stereo not given)	1.7%	-1
CS(=O)(=O)NC1c2cccc3cccc(c23)C1N1CCOCC1 (stereo not given)	7.0%	-15
CCCn1c(NC(=O)c2ccc(Br)cc2)nc2ccccc21	3.8%	-14
O=[N+]([O-])c1ccc2nc(SCc3cn4cccnc4n3)[nH]c2c1	12%	nt
CN(CC(=O)Nc1ccc(F)cc1)c1ccc(S(=O)(=O)N2CCCCC2)cc1[N+](=O)[O-]	-5.1%	7
CCc1ccc(CN(C)Cc2nc(-c3cccc(Cl)c3)no2)nc1	1.1%	11
CC(NC(=O)Cc1ccc([N+](=O)[O-])cc1)c1ccc2c(c1)OCO2 (stereo not given)	-4.4%	nt
CC1CCCCC1NC(=O)c1ccc(S(=O)(=O)NCc2ccco2)cc1 (stereo not given)	-1.5%	-8
CC(C)N=C1SC(CC(=O)Nc2ccccc2)C(=O)N1C(C)C (stereo not given)	5.1%	5
Cc1cccc(OCC(=O)N(Cc2cccs2)C2CCS(=O)(=O)C2)c1 (stereo not given)	3.3%	10
O=C1C(=O)N(CC2CCCO2)C(c2ccco2)/C1=C(/O)c1ccc(F)cc1 (stereo not given)	-7.0%	0
COCCCN1C(=O)C(O)=C(C(=O)c2ccco2)C1c1cccc(Br)c1 (stereo not given)	8.4%	nt

# Reformatted with values under each structure: part of the list above
# Order of values: M. tuberculosis GlmU, RmlCD inh 1536
- CSc1sc(C(=O)OC(C)C)c2c1C(=O)CC(C)(C)C2
  0.6%, 64
- CC1CCCCC1NC(=O)c1ccc(S(=O)(=O)NCc2ccco2)cc1 (stereo not given)
  -1.5%, -8
- O=C(O)CCNS(=O)(=O)c1ccc2c(c1)CCCC2
  1.6%, -16
- O=C(Nc1cc2c(oc1=O)CCCC2=O)c1ccccc1
  -0.8%, 3

# (more compounds)
Compound	M. tuberculosis GlmU	RmlCD inh 1536
COc1ccc(NC(=O)c2cc(C)nc3ccccc23)cc1S(=O)(=O)Nc1ccccc1Cl	1.6%	nt
COC(=O)/C=C1/SC(=NC(=O)c2ccccc2)NC1=O	-3.2%	6
Cc1ccc(N2C(=O)C3N=NN(CC(=O)N4N=C(c5ccccc5)CC4c4ccccc4)C3C2=O)cc1 (stereo not given)	-1.5%	-6
Cc1ccc(C(=O)CSc2nnc(-c3ccc4[nH]c(C)c(C)c4c3)o2)cc1C	-3.9%	nt
CC(=O)c1cccc(NC(=O)N2CCCC2C(=O)Nc2cccc(C)c2C)c1 (stereo not given)	4.8%	16
CCOC(=O)Cc1ccc(NC(=O)c2ccc(C(C)(C)C)cc2)cc1	-2.0%	nt
O=C(Cc1cccs1)N(Cc1cccs1)C1(C(=O)NC2CCCC2)CCCCC1	1.0%	13
CSc1nc(C)c(CCOCc2ccc(F)cc2)c(=O)[nH]1	-0.8%	2
Cn1c(N)c(C(=O)COC(=O)/C=C/c2ccc(OC(F)F)cc2)c(=O)n(C)c1=O	-4.2%	-10
